SV40 large T antigen – SV40 large T antigen inhibitors, biochemical (AID 1903) | SV40 large T antigen ATPase/helicase inhibition assay; higher % means a stronger effect | inhibition, % at 20 µM, or IC50 in µM where a hit was titrated | actives 0.39% (n = 310,000); in the data active = a potency from the dose series; inconclusive = inhibition mostly from about 32% at the one dose, without a potency; inactive = the rest, 99 in 100 with inhibition below about 32%; note: strong numbers were not always called active
NS5 inhibitors – Dengue-2 NS5 methyltransferase inhibitors, primary screen, biochemical, confirmation dose response (AID 588689). Dengue-2 NS5 methyltransferase capping enzyme assay, biochemical; higher % means a stronger effect. inhibition, % at 25 µM; hits with a dose series show IC50 in µM. actives 0.3% (n = 340,000); in the data active = a potency from the dose series; inconclusive = inhibition above about 29% without an active follow-up result
ER stress rescue – protection against thapsigargin-triggered cell killing – 384-well, CSM14.1, ATP luminescence, primary screen (AID 1222); CSM14.1 thapsigargin-induced death rescue, ATP luminescence; higher % means a stronger effect; 190,000 tested, under 10 active; cellular ATP content (survival), % at 20 µM, or EC50 in µM where a hit was titrated;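 active = EC50 below 50 µM in the dose-response confirmation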;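 note: death triggered by thapsigargin at about 15 µM added after 2 h compound pretreatment; cell ATP read after overnight thapsigargin exposure of roughly 18 to 22 hours; normalized against plate controls of thapsigargin alone and 5% DMSO vehicle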
West Nile virus CPE – inhibition of WNV-induced cytopathic effect – cell-based, CPE readout (AID 1621); West Nile virus-infected cells, CPE inhibition; higher % means a stronger effect; CPE inhibition, % at 10 µM, or IC50 in µM where a hit was titrated; actives 0.02% (n = 290,000); in the data active = a potency from the dose series; inconclusive = CPE inhibition mostly from about 3.7% at the one dose, without a potency; inactive = the rest, 99 in 100 with CPE inhibition below about 2.2%; note: strong numbers were not always called active
RSV antiviral HEp-2 – RSV antiviral activity via CPE protection, HEp-2 cells, primary 10 µM value included (AID 2391). HEp-2 cells, RSV-induced CPE inhibition; higher % means a stronger effect. actives 0.13% (n = 310,000). CPE inhibition, % at 10 µM, or IC50 in µM where a hit was titrated; in the data active = a potency from the dose series; inconclusive = CPE inhibition mostly from about 23% at the one dose, without a potency; inactive = the rest, 99 in 100 with CPE inhibition below about 21%; note: strong numbers were not always called active
K1F lysis inhibition – protection from phage-mediated lysis, alamar blue read-out – E. coli UTI89, K1F phage, bacterial capsule biogenesis inhibitors (AID 488966); inhibition, % at 100 µM, or IC50 in µM where a hit was titrated; actives 0.02% (n = 340,000); E. coli UTI89 K1F phage lysis, alamar blue, 2 h; higher % means a stronger effect;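 active = phage lysis inhibition, versus mean bacterial control, above a set limit; inconclusive = no clear call, values can overlap the other calls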;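 note: capsule biogenesis inhibitors block K1F phage lysis so surviving cells raise fluorescence; higher fluorescence means more inhibition of phage lysis; actives were called in the ten point dose series up to 300 µM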
WT yeast gro inh – growth inhibition of WT yeast, mitochondrial fusion screen; AID 1362; inhibition, % at 10 µM; mitochondrial fusion phenotypic screen, WT strain; actives 2.1% (n = 190,000); in the data active = inhibition above about 58%; tested in S. cerevisiae
XIAP displacement – small molecules displacing peptide from XIAP – biochemical, IAP family, fluorescence polarization (AID 1018). one-dose displacement, % at 20 µM; IC50 in µM for titrated hits. actives 0.007% (n = 200,000). XIAP BIR domain, fluorescence polarization peptide displacement; higher % means a stronger effect; in the data active = displacement above about 50%; note: a part of the inactive calls stands beside numbers as strong as those of hits
Yfh1-off respiration – mitochondrial function rescue without frataxin homolog – Friedreich's ataxia, plus single-dose screen, dose response (AID 1465); S. cerevisiae Yfh1-off respiration, WST-1 reduction, 72 h; higher fold induction means a stronger effect; fold induction at 50 µM; hits with a dose series show EC50 in µM; actives 0.074% (n = 220,000);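 active = fold induction of absorbance versus untreated yeast above a set limit, then at least 30% activation at any dose in follow-up; inconclusive = repeats straddling the limit, or above it without dose testing; inactive = fold induction below the set limit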;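 note: activators that raise dye reduction in frataxin-depleted yeast; strong numbers were not always called active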
WT yeast gro inh mutant strain – second read-out of WT yeast gro inh, no call of its own (marks repeat the call); inhibition, %; mitochondrial fusion phenotypic screen, mutant strain inhibition
NS5 inhibitors pilot replicate – further read-out of NS5 inhibitors, marked with its call; inhibition, %; measured here: pilot screen replicate inhibition
An asterisk follows results filed as active; i = inactive; ? = inconclusive; nt = no result given; [ ] = another dose, or the depositor's remark.

SMILES	SV40 large T antigen	NS5 inhibitors	ER stress rescue	West Nile virus CPE	RSV antiviral HEp-2	K1F lysis inhibition	WT yeast gro inh	WT yeast gro inh mutant strain	XIAP displacement	Yfh1-off respiration	others
O=C(O)CSc1nc2ccc(C(=O)c3ccccc3)cc2[nH]1	8%	-5%	nt	0.2%	0.6%	0.1%	nt	nt	nt	nt	NS5 inhibitors pilot replicate=2.1
CCOC(=O)C(Cc1ccccc1)C(=O)NCc1ccccc1 (stereo unspecified)	6%	-10%	nt	-0.3%	2.4%	-1.7%	nt	nt	nt	nt
CSc1nc2ccc(S(=O)(=O)N3CCCC3)cc2s1	17%	2%	-1.5%	-0.1%	0.0%	-0.6%	nt	nt	-0.3%	i
O=[N+]([O-])c1ccc(Sc2ccccn2)nc1	3%	-2%	nt	0.1%	nt	-0.1%	nt	nt	nt	i
C/C(=N\Nc1ccccn1)c1ccc(OC(F)F)cc1	2%	-9%	0.1%	-0.8%	?	6.5%	29	29	-4.1%	i
CCN1C(=S)N[C@@H](CCc2ccccc2)C(C(=O)OC)=C1C	7%	-11%	nt	-0.7%	-0.7%	-0.5%	nt	nt	nt	nt
COc1ccccc1OCCn1c(=O)n(C)c2ccccc21	5%	-3%	0.7%	1.1%	2.8%	0.1%	3	10	-3.1%	i
CCN1CCN(C(c2cccs2)C(C)NS(=O)(=O)c2ccccc2)CC1 (stereo unspecified)	4%	-5%	0.4%	1.1%	0.0%	0.4%	-2	3	-3.4%	i
Cc1nn(-c2ccccc2C(F)(F)F)c(=O)c2noc(C)c12	12%	-7%	nt	0.0%	1.4%	3.5%	nt	nt	nt	i
O=C(O)c1ccc(N2C(=O)c3cccc(Oc4ccc(Cl)cc4)c3C2=O)cc1	-2%	5%	-2.5%	0.2%	1.7%	0.1%	-6	13	-2.6%	i
O=C(Nc1ccccc1Cl)c1cc(S(=O)(=O)N2CCOCC2)cs1	0%	-3%	-0.4%	-0.6%	1.9%	0.1%	-4	-12	-4.9%	i
CCOC(=O)N1CCN(S(=O)(=O)c2ccc(C(=O)Nc3nnc(C4CC4)o3)cc2)CC1	-3%	-6%	8.5%	0.0%	-0.6%	0.8%	-5	-2	-3.2%	i
CCCn1cc(S(=O)(=O)c2ccccc2)c(=O)c2cc(CC)ccc21	7%	2%	nt	0.0%	2.1%	0.2%	nt	nt	nt	nt
O=C(Nc1ccc(Cc2ccc(NC(=O)C3CC3)cc2)cc1)C1CC1	23%	-5%	0.5%	-0.1%	1.0%	0.2%	-14	2	-4.7%	i
O=C(Nc1cccc(C(F)(F)F)c1)c1ccc2nc(-c3ccco3)c(-c3ccco3)nc2c1	36%	22%	-0.6%	-0.2%	?	3.5%	nt	nt	-4.7%	i

Brought forward from above: 2 entries, then new ones.
SMILES	SV40 large T antigen	NS5 inhibitors	ER stress rescue	West Nile virus CPE	RSV antiviral HEp-2	K1F lysis inhibition	WT yeast gro inh	WT yeast gro inh mutant strain	XIAP displacement	Yfh1-off respiration	others
O=C(Nc1ccc(Cc2ccc(NC(=O)C3CC3)cc2)cc1)C1CC1	23%	-5%	0.5%	-0.1%	1.0%	0.2%	-14	2	-4.7%	i
O=C(Nc1cccc(C(F)(F)F)c1)c1ccc2nc(-c3ccco3)c(-c3ccco3)nc2c1	36%	22%	-0.6%	-0.2%	?	3.5%	nt	nt	-4.7%	i
NC(=O)C1(N2CCCCC2)CCN(S(=O)(=O)c2ccc(Cl)s2)CC1	4%	-3%	nt	-0.1%	-0.1%	0.4%	nt	nt	nt	nt
CCOC(=O)N1CCC(N2CCN(S(=O)(=O)c3ccc(NC(C)=O)cc3)CC2)CC1	-3%	-2%	-0.3%	0.1%	1.1%	2.8%	nt	nt	0.3%	i
Cc1cccc(NC(=O)c2cc(Cl)nc3ccccc23)n1	15%	7%	nt	-0.2%	0.0%	0.2%	nt	nt	nt	i
O=c1cc(Nc2ccc3c(c2)OCCO3)[nH]c(=O)n1Cc1ccc(F)cc1	8%	26%	-1.2%	-0.5%	?	0.3%	-3	-5	-5.5%	i
CC1CC(C)(C)CC2(C1)NC(=S)N(c1ccccc1)N2 (stereo unspecified)	21%	-6%	-1.6%	0.1%	12%	0.0%	12	23	-4.2%	i
O=C(CC(Nc1ccccc1Cl)C(=O)O)c1ccccc1 (stereo unspecified)	22%	48%	-2.2%	-1.5%	0.8%	-0.3%	-8	-18	-0.3%	i
COc1cccc(-n2nnc3c(=O)n(CC(=O)Nc4ccccc4C)cnc32)c1	8%	-8%	-1.3%	-0.4%	1.5%	-2.9%	-3	-9	-3.8%	i
Cc1nnc(SCC(=O)NC2CC2)n1CCc1ccccc1	4%	2%	-1.5%	0.6%	2.6%	2.1%	-3	-5	-1.9%	i
CCC(=O)N1CCc2cc(S(=O)(=O)NC(C(=O)NCc3ccc(F)cc3)C(C)C)ccc21 (stereo unspecified)	11%	0%	-0.2%	-0.3%	1.0%	-0.7%	-9	-48	-2.8%	i
COc1ccc(/C=N/NC(=O)c2ccncc2)c(OC)c1	2%	1%	nt	1.5%	0.0%	1.0%	nt	nt	nt	nt
OC(Cn1cncn1)c1ccc(Cl)cc1 (stereo unspecified)	-2%	-4%	0.3%	0.1%	-0.1%	0.7%	-5	16	-6.5%	i
O=C(CN1C(=O)CSC1=O)Nc1ccccc1N1CCOCC1	5%	-10%	3.7%	0.4%	0.4%	-0.4%	-3	-9	2.0%	i
COC(=O)/C=C1\OC(c2ccccc2)=CC1=O	32%	nt	-2.0%	-0.1%	1.6%	nt	-5	-3	-0.6%	i
O=C(O)c1cc2n(n1)C(C(F)(F)F)CC(c1ccco1)N2 (stereo unspecified)	10%	-7%	0.0%	0.4%	0.3%	4.9%	19	-3	-4.0%	i
COc1ccc(N(C=O)C(=S)SC)cc1	14%	-3%	nt	0.6%	nt	-0.1%	nt	nt	nt	i
O=C(Nc1ccc(S(=O)(=O)N2CCCCC2)cc1)c1ccc(F)cc1	28%	-12%	nt	-0.2%	5.6%	0.0%	nt	nt	nt	nt
COc1ccccc1NC(=S)N(Cc1ccc(C)cc1)Cc1cccnc1	10%	-6%	2.6%	-1.7%	-0.4%	0.0%	74*	34*	-3.2%	i
CCNC(=S)Nc1c(C)n(C)n(-c2ccccc2)c1=O	3%	-4%	0.7%	0.9%	6.9%	1.3%	-5	-1	-3.9%	i
O=C(O)COc1ccccc1/C=N/NC(=O)CSc1nc2ccccc2n1Cc1ccccc1Cl	14%	0%	nt	-0.4%	7.3%	-0.3%	nt	nt	nt	i
Cc1cccc(-n2cnc(C(=O)O)c2)n1	-1%	0%	1.4%	-0.1%	0.0%	2.2%	6	-11	-5.2%	i
Cc1cccc(C)c1NC(=O)CNC(=O)C1CC(=O)N(Cc2ccccc2)C1 (stereo unspecified)	8%	-4%	nt	nt	1.2%	0.9%[50 µM]	nt	nt	nt	nt
O=C(Oc1ccc(OC(=O)N2CCCCC2)cc1)N1CCCCC1	6%	nt	-0.8%	0.2%	3.2%	nt	12	8	-2.3%	i
COc1ccc(C(=O)N2CC=C(c3ccccc3)CC2)cc1S(=O)(=O)N1CCOCC1	29%	-5%	-0.9%	0.5%	0.7%	3.9%	11	23	-6.3%	i
C=CCN(C(=O)CNC(=O)c1ccco1)C(C(=O)NC1CCCCC1)c1ccc(F)cc1 (stereo unspecified)	6%	-8%	-1.0%	nt	-0.3%	-2.1%	18	-4	-3.5%	nt
Cc1ccc(S(=O)(=O)/N=C(/Nc2cccc(C(=O)O)c2)c2ccccc2)cc1	0%	-2%	nt	0.2%	0.7%	0.1%	nt	nt	nt	nt
O=C(NCc1cccs1)C(=O)NCC1OCCCN1S(=O)(=O)c1ccc(F)cc1 (stereo unspecified)	9%	-5%	-0.5%	-1.6%	2.3%	3.4%	-9	2	-4.3%	i
Clc1ccc(CSc2nnc([C@@H]3CCCN3)o2)cc1Cl	8%	3%	-1.5%	-0.3%	1.4%	0.3%	27	27	-2.7%	i
Cc1cccc(-n2ccnc2SCC(=O)Nc2nccs2)c1	13%	-1%	-2.0%	-0.2%	1.2%	0.0%	9	-15	-7.5%	i
Cn1c(SCC(=O)N/N=C/c2ccc([N+](=O)[O-])s2)nnc1-c1ccc(Cl)cc1	6%	-6%	6.5%	-0.1%	?	-2.7%[50 µM]	85	89	1.2%	i
O=C(NC1CCCCCCC1)c1ccc2c(c1)OCO2	20%	-11%	-4.1%	-0.3%	0.9%	0.2%	4	-6	-2.2%	i
CCOc1ccc(C(=O)NNC2CC(=O)N(Cc3ccc(Cl)cc3)C2=O)cc1OC (stereo unspecified)	4%	3%	-1.0%	1.0%	0.7%	0.1%	-7	-18	-0.6%	i
CCCCCCCn1c2c(c(=N)c3c1CCC3)CCCC2	17%	9%	-2.9%	-1.8%	nt	-0.4%	79	81	13%	i
O=C(CSc1ccc(-c2ccccn2)nn1)Nc1nccs1	14%	-7%	-9.2%	0.3%	1.4%	0.3%	-8	4	-1.3%	i
CCC(C)N(C(=O)COc1ccc(NC(C)=O)cc1)C1CCS(=O)(=O)C1 (stereo unspecified)	8%	-5%	-1.8%	-0.1%	2.7%	0.7%	-3	-25	0.4%	i
CCOc1ccc(NC(=O)Nc2cccs2)cc1	5%	-23%	-2.7%	0.3%	0.7%	-0.2%	21	23	-3.0%	i
CCCCCCCCn1cnc2c(N)c(C)c(C)cc21	6%	-4%	-2.6%	-0.8%	0.5%	7.9%	59*	53*	1.6%	i
CC1CCN(Cc2c(C(=O)N/N=C/c3cccc(C(F)(F)F)c3)nnn2-c2nonc2N)CC1	11%	-13%	nt	0.7%	2.0%	0.0%	nt	nt	nt	nt
Cc1occc1C(=O)NNC(=O)c1nn(C)c(=O)c2ccccc12	17%	-2%	nt	-0.1%	-0.5%	-0.1%	-3	6	-3.0%	i
S=C(c1c[nH]c2ccccc12)N1CCOCC1	14%	0%	-0.4%	-0.2%	1.1%	0.4%	-13	11	-7.4%	i
O=C(O)c1ccc(N2CC3CC(C2)c2cccc(=O)n2C3)c(NC(=S)Nc2ccc(Cl)cc2Cl)c1 (stereo unspecified)	8%	19%	-18%	0.2%	2.0%	0.6%	-3	1	-10%	i
CCOC(=O)Cc1[nH]nc2c1C(c1cc(OC)ccc1OC)C(C#N)=C(N)O2 (stereo unspecified)	22%	-5%	-1.0%	0.3%	0.2%	7.1%	-11	-7	-2.1%	i

Screening results: PubChem, several laboratories
